Screening results (PubChem)
SIAE primary – blocks human sialic acid acetylesterase; Q9HAT2; hit rate 0.69% among 370,000; inhibition, % at 9.66 µM; SIAE FP-Rh probe binding, fluorescence polarization;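 active = inhibition above a cutoff: mean of compounds within the control limits plus 3 SD of those, cut at about 17% in these data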;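 note: 0% = plate median of compound wells and 100% = probe without SIAE protein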
UHRF1 MBD2 ctr – blocks human UHRF1 binding to methylated DNA | Q96T88 | inhibition, % at 4.4 µM | hit rate 0.75% among 370,000 | AID 687016 | UHRF1 binding to methylated oligo, TR-FRET; in the data active = inhibition above about 21%;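 note: UHRF1 SRA domain binding a hemimethylated CpG hairpin DNA probe; 0% = median of test compound wells and 100% = reference inhibitor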
Target sequence (Q96T88 whole entry, looked up, the tested form may be a part): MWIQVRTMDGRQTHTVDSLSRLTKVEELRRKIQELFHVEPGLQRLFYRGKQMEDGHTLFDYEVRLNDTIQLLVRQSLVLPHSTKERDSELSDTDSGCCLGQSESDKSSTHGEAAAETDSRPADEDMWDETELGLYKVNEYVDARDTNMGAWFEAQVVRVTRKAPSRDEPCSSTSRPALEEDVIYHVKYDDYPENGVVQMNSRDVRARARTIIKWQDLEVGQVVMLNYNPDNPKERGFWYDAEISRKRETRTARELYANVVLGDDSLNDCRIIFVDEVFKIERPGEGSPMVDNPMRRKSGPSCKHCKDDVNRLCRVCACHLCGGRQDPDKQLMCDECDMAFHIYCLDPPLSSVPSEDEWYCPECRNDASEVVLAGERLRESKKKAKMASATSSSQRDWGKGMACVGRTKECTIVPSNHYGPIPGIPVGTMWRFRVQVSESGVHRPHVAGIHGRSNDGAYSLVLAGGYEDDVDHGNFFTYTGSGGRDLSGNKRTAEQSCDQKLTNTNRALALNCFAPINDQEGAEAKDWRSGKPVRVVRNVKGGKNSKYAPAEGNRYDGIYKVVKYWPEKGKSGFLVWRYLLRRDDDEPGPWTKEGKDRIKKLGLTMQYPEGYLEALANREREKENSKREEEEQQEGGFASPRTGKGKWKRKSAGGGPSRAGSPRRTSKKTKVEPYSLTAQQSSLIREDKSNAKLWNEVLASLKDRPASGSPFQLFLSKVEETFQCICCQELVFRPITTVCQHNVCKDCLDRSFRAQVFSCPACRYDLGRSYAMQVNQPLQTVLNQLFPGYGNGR
PRMT1 FP inh – inhibitors of human PRMT1; Q99873; inhibition, % at 2.79 µM; hit rate 1.3% among 370,000; recombinant PRMT1, activity-based probe fluorescence polarization;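 active = inhibition above about 21% made by adding two undisclosed values, limit read from the data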
PG9 Ab binder – small molecules binding HIV-1 gp120 antibody PG9; TR-FRET gp120-PG9 antibody binding; inhibition, % at 6.7 µM; hit rate 0.43% among 360,000; AID 624416; in the data active = inhibition above about 8.5%
TCR CD3 inh – human TCR-CD3 binding inhibition | TAMRA-labeled TCR probe fluorescence, biochemical | inhibition, % at 9.4 µM | hit rate 0.37% among 360,000; in the data active = inhibition above about 19%;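 note: recombinant mutant TCR 2C K166C tagged with TAMRA read by polarization; 0% = receptor in buffer alone and 100% = receptor with positive control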
LEDGF integ inh – blocks HIV-1 LEDGF/p75-dependent DNA integration. TR-FRET IN-LEDGF/p75 DNA integration, Eu/Cy5. inhibition, % at 3.7 µM. hit rate 0.64% among 370,000. AID 743269;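 active = inhibition above the screen-wide mean plus 3 SD, cut at about 13% in these data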;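 note: signal is the Cy5 over europium emission ratio at 671 and 618 nm; 0% = plate median of compound wells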
TDP2 absorb – blocks human TDP2 phosphodiesterase activity; AID 720702; hit rate 0.34% among 370,000; inhibition, % at 12.8 µM; recombinant TDP2, T5PNP hydrolysis, p-nitrophenol absorbance 415 nm;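 active = inhibition above the mean of all tested compounds plus 3 SD, set per campaign, cut at about 25% in these data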;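 note: 0% = DMSO with enzyme and 100% = buffer with substrate but no TDP2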
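System – recombinant human TDP2 · Quantity – TDP2 enzyme at 120 nM final · Doses – single concentration, 12.8 µM nominal, with 1% DMSO · Incubation – 2 h at 37 °C · Measured by – epi absorbance of p-nitrophenol freed from T5PNP by hydrolysis · Read-out – % inhibition relative to enzyme-containing and enzyme-free wells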
mABHD4 FP – ABHD4 (mouse) inhibition, primary FP screen. inhibition, % at 8.92 µM. purified mABHD4, FP-Rh probe fluorescence polarization. AID 720543. hit rate 0.54% among 370,000;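 active = inhibition exceeding the mean over every tested compound plus 3 SD, cut at about 30% in these data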;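 note: 0% = plate median of compound wells and 100% = S159A mutant with DMSO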
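Assay system: Wild-type mouse ABHD4 protein | Medium: HEPES pH 7.0 buffer, 150 mM NaCl, 0.01% Pluronic F-127 | Incubation: Enzyme–compound pre-incubation 45 min, then probe 60 min, both 25 °C | Technique: Fluorescence polarization with parallel and perpendicular emission, 525/598 nm | Evaluation: % inhibition of FP-Rh probe binding versus controls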
Tn7 DDE FP – disrupts Tn7 cyclic peptide binding to fibrin D-Dimer-E complex; inhibition, % at 8.3 µM; hit rate 0.13% among 370,000; FP displacement of FITC-Tn7 peptide from fibrin DD(E); 0% = median of compound wells per plate;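 active = inhibition above the mean of compounds falling within the control limits plus 3 SD of them, cut at about 14% in these data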;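 note: 0% = plate median of compound wells and 100% = 10 µM Aha-Tn7 peptide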
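Assay system: Human clot-derived fibrin DD(E) complex | Buffer or medium: Tris/NaCl/CaCl2 buffer, pH 7.8 | Repeats: One replicate per compound | Benchmarks: Aha-Tn7 high control | Measure: % inhibition scaled between sample-field median and high-control FP | Schedule: 10 min plus 3 h, room temperature | Signal: Fluorescence polarization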
HTRA1 inh – blocks human HTRA1 serine peptidase. Q92743. inhibition, % at 5.96 µM. hit rate 0.5% among 340,000. AID 504803. recombinant HTRA1, FP-rhodamine activity-based probe, fluorescence polarization; in the data active = inhibition above about 36%;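 note: 0% = enzyme with DMSO and 100% = wells lacking enzyme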
* hit, by the source's call; / = no result given.

Values run as follows: SIAE primary	UHRF1 MBD2 ctr	PRMT1 FP inh	PG9 Ab binder	TCR CD3 inh	LEDGF integ inh	TDP2 absorb	mABHD4 FP	Tn7 DDE FP	HTRA1 inh
- CCc1nnc(NC(=O)C2CC(=O)N(Cc3ccco3)C2)s1 (centres undefined)
  5	-1	-1	1.0	5	-2	6	-1	-3	2
- CC(=O)c1cccc(NC(=O)N2CCC(NC(=O)c3ccco3)CC2)c1
  -1	0	-2	-1.2	1	-1	2	5	3	-5
- CC(C)C[C@H]1COc2cc(N3CCSCC3)ccc2S(=O)(=O)N1C
  -2	1	0	/	/	-1	12	9	-4	/
- O=C(Nc1ccccc1C(=O)NCC1CC1)c1cccs1
  -6	4	7	1.8	-7	3	-3	-9	0	/
- C(=N\Nc1nc2ccccc2s1)/c1ccccn1
  1	-3	-3	-0.6	-2	-4	21	37*	1	/
- COc1ccc(COC(=O)c2ccc(N3CCCC3=O)cc2)cc1F
  0	0	-4	-0.9	7	3	11	-5	-1	2
- CN(C)c1ccc(CNc2ccc3c(c2)ncn3C)cc1
  3	-1	-3	-1.3	4	-4	7	5	3	/
- Brc1ccc2nc(-c3cccs3)c(NCC3CCCO3)n2c1 (centres undefined)
  5	-2	8	1.1	-4	-4	-10	8	3	4
- CCC(C(=O)NN1C(=O)c2ccccc2C1=O)c1ccccc1 (centres undefined)
  -1	-1	3	-0.8	1	-2	7	-1	1	2
- CCCOc1ccc(CNC(=S)N/N=C/c2ccc([N+](=O)[O-])cc2)cc1
  -4	-2	1	-0.7	3	-2	-2	-1	1	-6
- Cc1ccc(Cn2ccsc2=NC(=O)COC(=O)c2ccc(NC(=O)CC#N)cc2)cc1
  -14	-1	0	-1.1	27*	2	6	2	-4	-49
- Nc1ccccc1C(=O)N1CCC(O)(c2ccc(Cl)cc2)CC1
  2	0	2	0.9	1	-1	3	1	0	3
- COc1ccc(NS(=O)(=O)c2cc(NC(=O)c3ccc(=O)[nH]n3)ccc2N2CCOCC2)cc1
  -2	29*	2	0.9	-4	-2	7	-1	6	-3
- COc1ccc(CCN(Cc2ccccn2)C(=S)Nc2ccccc2Cl)cc1OC
  -9	2	-5	-1.6	6	2	-16	-12	4	-3
- CC[C@@]1(C(=O)OC)N[C@H](CN(C)S(=O)(=O)c2ccc(C(C)(C)C)cc2)[C@@H]2C(=O)N(Cc3ccccc3)C(=O)[C@@H]21
  -7	-2	1	2.5	-2	-3	9	1	-1	9
- Cc1ccc(Nc2c(-c3ccccn3)nc3cc(C)ccn23)cc1
  8	-3	-5	-3.6	4	9	-17	10	-5	44*
- COc1ccc(Nc2ncnc3sc(-c4ccccc4)cc23)cc1OC
  23*	-1	-4	-0.9	-6	1	10	19	0	-14
- COc1ccc(NC(=O)/C(Cl)=C(/Cl)S(=O)(=O)Cc2ccccc2)cn1
  4	1	24*	-2.3	-7	10	2	-14	0	-9
- CN1CCN(c2nc(N3CCN(CCO)CC3)nc3ccccc23)CC1
  -1	3	1	1.1	-1	-3	-7	-2	6	0
- CCN(CC)C(=O)Cn1cnc2sc(C(=O)N3CCN(c4ccc(F)cc4)CC3)c(C)c2c1=O
  -6	1	-2	-0.4	4	-1	-6	0	2	2

As entered above:
LEDGF integ inh result of CCN(CC)C(=O)Cn1cnc2sc(C(=O)N3CCN(c4ccc(F)cc4)CC3)c(C)c2c1=O → -1
HTRA1 inh result of Nc1ccccc1C(=O)N1CCC(O)(c2ccc(Cl)cc2)CC1 → 3

Continuation.
Values run as follows: SIAE primary	UHRF1 MBD2 ctr	PRMT1 FP inh	PG9 Ab binder	TCR CD3 inh	LEDGF integ inh	TDP2 absorb	mABHD4 FP	Tn7 DDE FP	HTRA1 inh
- COCCCNC(=O)CCc1c(C)nc2c(c(C)nn2-c2ccc(C)cc2)c1C
  -6	3	-3	-2.0	6	2	3	-1	1	0
- CC(=O)N1[C@H](C)C=C[C@]1(Cc1ccccc1)C(=O)O
  1	4	-3	-0.7	-2	0	-2	8	5	4
- COc1cc(C(=O)N/N=C(\C)c2ccc(NC(=O)Cc3ccccc3)cc2)ccc1O
  4	0	1	0.0	10	-1	4	11	-1	-5
- COc1ccc(OCc2cn(CC(=O)c3ccc(O)cc3)nn2)cc1
  9	22*	5	-1.9	11	6	11	6	-2	8
- COc1cc(/C=C2\SC(=Nc3ccc(O)cc3)NC2=O)cc(OC)c1OC
  11	-1	0	0.1	5	-3	8	4	-7	/
- Cn1nc(C(=O)NCCOc2ccccc2)c2ccccc2c1=O
  3	1	-3	-0.8	1	6	-8	0	-7	3
- CC1CCN(S(=O)(=O)c2ccc(NC(=O)CNC3CCCCC3)cc2)CC1
  1	1	4	0.1	1	-8	0	13	-9	-2
- COc1ccc([N+](=O)[O-])cc1NC(=S)NC(NC(C)=O)C(Cl)(Cl)Cl (centres undefined)
  -4	0	-3	0.0	1	0	-17	-1	-11	-1
- O=C(Nc1cccnc1)c1ccc2c(c1)C(=O)N(Cc1cccnc1)C2=O
  -4	-1	1	-0.5	6	-3	-6	2	4	2
- COc1cccc(NC(=O)CN(C)C(C)C(=O)Nc2ccc(C#N)cc2)c1 (centres undefined)
  -9	-2	-3	0.7	-1	1	-2	5	7	-1
- Cc1ccc(N2C(=O)N(CC(=O)Nc3cc(Cl)ccc3C)C(=O)C2C)cc1 (centres undefined)
  4	6	1	0.0	3	-4	0	-3	-3	-9
- CN1c2ccccc2N(C)C1(C)c1ccccc1
  11	3	7	-5.8	18	7	10	8	3	21
- CCc1ccc([C@H]2[C@@H]3C(=O)C[C@@H]4C(=O)N(CC)C(=O)[C@@H]4[C@@H]3CN2S(=O)(=O)c2ccc(C)cc2)cc1
  -3	0	-1	-1.3	10	-1	-8	5	3	/
- CN(C)c1cc(-c2ccccc2)nc(-c2ccccc2)n1
  -7	1	-1	1.3	1	-2	0	5	7	6
- O=C(CCCC(=O)N1CCCC1)N1CCCC1
  3	0	-5	-0.1	3	1	11	-7	9	0
- COc1ccc(NC(=O)c2cc([N+](=O)[O-])ccc2N2CCCC2)cc1S(N)(=O)=O
  -5	-3	0	-3.7	3	4	-7	-4	-12	-2
- CCNC(=O)NC(=O)c1csc([N+](=O)[O-])c1
  1	-3	-5	-2.3	8	-1	3	3	-6	-6
- COc1ccccc1NC(=O)CCN1C(=O)C2CC=C(Cl)CC2C1=O (centres undefined)
  0	5	3	-0.6	-2	-2	-6	-2	-4	2
- COc1cc(/C=N/NC(=O)Cn2cnc3c2c(=O)n(C)c(=O)n3C)ccc1O
  5	-2	0	-2.2	-6	-2	2	2	2	3
- C[C@H](NC(=O)c1ccco1)C(=O)NCCc1ccc(S(N)(=O)=O)cc1
  3	-2	-8	0.0	4	6	-7	-6	1	5
- O=C(COC(=O)c1nc(Cl)ccc1Cl)NC1CCS(=O)(=O)C1 (centres undefined)
  2	0	-6	-0.2	6	-2	-22	6	-1	-3
- CCN(CC)C(C(=O)NC1CCCCC1)c1ccc(C)cc1 (centres undefined)
  -1	0	-7	-1.6	8	0	-16	-6	-8	-2
- O=C(CNc1ccccc1F)N/N=C/C1CC=CCC1 (centres undefined)
  -1	-1	-1	0.0	3	-4	-5	14	-3	-3
- COC(=O)c1ccc(-n2c(C)cc(/C=N/Nc3nc(C)cc(=O)[nH]3)c2C)cc1
  1	-3	-3	-4.8	-1	2	-14	0	-4	18
- O=C(O)c1ccccc1COc1ccccc1Cl
  2	-2	0	-1.9	-1	-3	6	3	2	-2
- O=C(COC(=O)c1cc(=O)[nH]c2ccccc12)NCc1cccs1
  3	2	1	0.5	2	2	15	8	1	1
- NS(=O)(=O)c1ccc(CNC(=O)c2csc3c2CCCC3)cc1
  -3	5	12	-0.5	-1	-3	-7	-10	-2	-2
- Cc1cc2c(cc1S(=O)(=O)NC1CCCCC1C)OCC(=O)N2 (centres undefined)
  -3	4	5	0.4	-8	-2	-8	-3	4	-6
- C(=N\N1CCN(c2ccccn2)CC1)/c1ccco1
  5	0	-4	0.3	5	1	5	-4	4	-1
- O=C(Nc1cccnc1)c1ccc2ccccc2c1O
  11	-3	7	-6.7	3	-2	8	7	-3	0
- CCC1Nc2ncnc(N3CCc4ccccc4C3)c2N(Cc2ccc(Cl)cc2)C1=O (centres undefined)
  -2	-2	3	-0.9	3	-3	-14	-4	4	-23
- Cc1cc(NC(=O)c2ccccc2)n(C(C)(C)C)n1
  -2	-2	1	-1.6	4	0	-4	3	9	/
- Cc1ccc(NC(=S)NC(=O)C2CC2)c(C)c1
  0	1	1	-0.7	-13	4	0	-4	-4	0
- COc1ccc(C(C)(C)C)cc1NC(=O)c1ccoc1C
  6	4	0	0.0	9	0	1	-1	-2	-6
- CN(C)c1ccc(/C=N/NC(=O)C(O)(c2ccccc2)c2ccccc2)o1
  0	-3	15	-1.0	8	-1	-7	4	6	7
- CCOc1ccc(CCN2C(=O)C3C4CCC(O4)C3C2=O)cc1OCC (centres undefined)
  -3	4	0	-2.4	-7	1	-4	-1	-1	7

The order is random, and some 4.2% of all compounds hit somewhere here.
